# Screening data as filed in PubChem.
# NPR1 activator: GC-A stimulated cGMP production enhancers – HEK293 GC-A cells, cGMP TR-FRET, EC30 ANP, primary screen. 0% at EC30 ANP, 100% saturating ANP. activation, % at 10 µM. 370,000 compounds, 0.14% hits; in the data active means activation above about 40%
# ADAM17 inh: ADAM17 inhibitors, primary screen, biochemical, QFRET | Disintegrin and metalloproteinase domain-containing protein 17 (Homo sapiens), P78536 | recombinant ADAM17, EDANS/DABCYL FRET peptide cleavage | inhibition, % at 6.95 µM | 370,000 compounds, 0.83% hits | AID 720648, 2013;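 active means inhibition above the mean of compounds lying between control limits plus 3 SD, set per campaign, cut at about 8.5% in these data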;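 further: 0% = DMSO-only wells as the low control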
# ADAM10 inh: human ADAM10 inhibitors, primary screen, biochemical, QFRET, HTS; 370,000 compounds, 0.62% hits; inhibition, % at 7 µM; recombinant ADAM10, EDANS/DABCYL FRET peptide cleavage, 3 h;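 active means inhibition above a per-campaign cutoff equal to the mean of compounds falling between control-based bounds plus 3 SD, cut at about 20% in these data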;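 further: 0% = DMSO wells while the 100% control is not disclosed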
# Target sequence (O14672 214-748 limits assumed): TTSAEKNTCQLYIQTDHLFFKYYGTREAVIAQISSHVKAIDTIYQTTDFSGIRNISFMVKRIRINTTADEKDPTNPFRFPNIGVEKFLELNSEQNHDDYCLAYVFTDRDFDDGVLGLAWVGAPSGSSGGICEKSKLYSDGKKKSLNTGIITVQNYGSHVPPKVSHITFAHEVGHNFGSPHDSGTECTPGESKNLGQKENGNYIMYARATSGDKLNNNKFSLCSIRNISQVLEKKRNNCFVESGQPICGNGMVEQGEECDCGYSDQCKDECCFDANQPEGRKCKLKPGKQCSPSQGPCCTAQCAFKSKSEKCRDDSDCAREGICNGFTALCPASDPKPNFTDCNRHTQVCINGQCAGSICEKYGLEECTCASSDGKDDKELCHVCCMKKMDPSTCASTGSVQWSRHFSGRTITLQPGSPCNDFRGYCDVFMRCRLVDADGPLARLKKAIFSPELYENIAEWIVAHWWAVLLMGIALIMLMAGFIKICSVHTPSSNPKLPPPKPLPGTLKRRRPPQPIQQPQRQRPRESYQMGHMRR
# hcDAF-12 act: H. contortus DAF-12 nuclear receptor activators, primary screen, cell-based, luminescence, HEK293, lit1-tk-luc reporter; HEK293 hcDAF-12 lit1-tk-luc reporter; 0% DMSO, 100% Δ7-dafachronic acid; activation, % at 6.8 µM; 370,000 compounds, 1.4% hits; AID 652067, 2013;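 active means activation above the mean of all tested compounds plus 3 SD, cut at about 5.5% in these data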;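 further: 100% = response to 3 µM Δ7-dafachronic acid high control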
# DAX1 inh-1: DAX1 (NR0B1) inhibitors on StAR promoter, primary screen, cell-based, luminescence, SF-1 (NR5A1), full-length DAX-1 | AID 652010, 2013 | HEK293T StAR-luciferase reporter, SF-1/DAX-1 repression relief | 370,000 compounds, 1.1% hits | inhibition, % at 6.8 µM;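 active means inhibition above the mean over all tested compounds plus 3 SD, cut at about 3.6% in these data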;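 further: 0% = DAX-1 cells with DMSO and 100% = cells lacking DAX-1 with DMSO; higher inhibition means more luminescence from relief of DAX-1 repression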
# hgDAF-12 ag: H. glycines DAF-12 receptor agonists, primary screen, cell-based, luminescence, HEK293, GAL4 fusion, UAS-luciferase; Nuclear hormone receptor DAF-12 (Heterodera glycines), GAL4 fusion; HEK293 GAL4-hgDAF12 UAS-luciferase reporter, agonist luminescence; normalized to butyrate control; activation, % at 6.8 µM; 370,000 compounds, 1.8% hits;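 active means activation above a cutoff set at the mean of all screened compounds plus 3 SD, cut at about 10% in these data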;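 further: 0% = DMSO wells and 100% = sodium butyrate wells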
# DAX1 inh-2: DAX1 (NR0B1) inhibitors, primary screen, cell-based, HEK293, Gal4-DAX1, luciferase luminescence. HEK293 Gal4-DAX1 luciferase reporter. inhibition, % at 6.75 µM. 340,000 compounds, 0.99% hits. AID 504766, 2011;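 active means inhibition above the mean over all tested compounds plus 3 SD, cut at about 4.2% in these data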;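 further: 0% = DAX1-transfected cells with DMSO and 100% = empty-vector control cells with DMSO; inhibition shows as a rise in luminescence from relieved DAX1 repression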
# Target sequence (P51843 207-470 limits assumed): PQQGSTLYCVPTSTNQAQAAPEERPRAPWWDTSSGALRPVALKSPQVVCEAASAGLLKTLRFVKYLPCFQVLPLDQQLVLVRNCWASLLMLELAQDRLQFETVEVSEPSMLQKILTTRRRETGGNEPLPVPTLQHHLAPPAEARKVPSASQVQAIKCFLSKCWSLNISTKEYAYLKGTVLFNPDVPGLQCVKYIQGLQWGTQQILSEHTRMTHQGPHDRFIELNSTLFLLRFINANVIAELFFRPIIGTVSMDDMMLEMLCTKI
# FXN GAA850 act: FXN promoter activators, primary screen, cell-based, luciferase luminescence, HEK293 lucGAA850. HEK293 lucGAA850 FXN promoter luciferase reporter, 24 h; percent of 10 µM SAHA response. activation, % at 6 µM. 360,000 compounds, 0.56% hits;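 active means activation above the average of all compounds screened plus 3 SD, cutoff fixed separately per campaign, cut at about 7.5% in these data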;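 further: 0% = DMSO wells and 100% = 10 µM SAHA wells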
# SMARCA2 activ: SMARCA2 (BRM) function activators, primary screen, cell-based, luminescence, high throughput. MG213 cells, MMTV-luciferase reporter, dexamethasone, overnight. activation, % at 9.1 µM. 370,000 compounds, 1% hits; in the data active means activation above about 7.8%;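 further: 0% = vehicle wells and 100% = reference activator wells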
# PG9 binder: binders of HIV-1 gp120 antibody PG9, primary screen, biochemical, TR-FRET; inhibition, % at 6.7 µM; HIV-1 gp120 / PG9 antibody interaction; AID 624416, 2012; TR-FRET gp120-PG9 antibody binding; 360,000 compounds, 0.43% hits; in the data active means inhibition above about 8.5%
# ssDAF-12 act: S. stercoralis DAF-12 nuclear receptor activators, primary screen, cell-based, luminescence, HEK293, GRIP1 co-expression, lit1-tk-luc | Nuclear hormone receptor DAF-12 (Strongyloides stercoralis) | activation, % at 6.8 µM | HEK293 ssDAF-12/GRIP1 lit1-tk-luc reporter; % of 3 µM dafachronic acid response | AID 652126, 2013 | 370,000 compounds, 1% hits;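 active means activation above the mean over all tested compounds plus 3 SD, cut at about 0.9% in these data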;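 further: 0% = DMSO-only wells and 100% = 3 µM delta7-dafachronic acid wells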
# Starred values were filed as active, the others as inactive; i = inactive; / = no result given.
SMILES,NPR1 activator,ADAM17 inh,ADAM10 inh,hcDAF-12 act,DAX1 inh-1,hgDAF-12 ag,DAX1 inh-2,FXN GAA850 act,SMARCA2 activ,PG9 binder,ssDAF-12 act
COc1ccc(N2CC(C(=O)Nc3nnc(C4CCCCC4)s3)CC2=O)cc1 (stereo not drawn),-2,5,5,0.3,0.7,-2.7,0.7,1.1,0,-2.4,-0.8
O=C(Cc1cccs1)N[C@@H]1c2ccccc2CC[C@H]1OCc1ccccc1,-7,1,5,-0.9,-0.2,0.2,-0.3,2.5,-4,1.6,-0.1
CC(=O)c1ccc(NC(=O)N2CCc3ccccc3C2)cc1,2,-5,3,-0.3,-2.7,2.8,-0.3,6.8,2,1.9,-1.3
O[C@@H]1CN(CC2CCCCC2)[C@@H](c2ccccc2)C[C@H]1n1cc(-c2ccc(F)cc2)nn1,-5,-3,-4,-1.9,-0.4,1.9,0.8,-0.2,-4,-0.8,-1.1
COc1cc2ccccc2cc1C(=O)OCC(=O)c1c(N)n(C)c(=O)n(C)c1=O,5,-173,i,-2.1,1.2,1.2,-0.2,1.2,-1,2.7,-1.5
Cc1[nH]c(C)c(S(=O)(=O)N2CCN(c3ccccc3F)CC2)c1C(=O)N1CCCCC1,1,-1,0,-1.0,0.1,0.4,-0.3,1.6,-4,-1.0,-0.9
O=c1cc(CN2CCN(S(=O)(=O)c3ccc4c(c3)OCCO4)CC2)c2ccc(O)cc2o1,-6,i,i,-1.9,-0.9,-0.7,1.8,2.9,-3,-1.6,-1.4
NS(=O)(=O)c1ccc(CCNC(=O)C2CCN(S(=O)(=O)c3ccccc3)CC2)cc1,1,-4,-4,-1.8,-0.2,-0.3,0.1,-0.1,-2,-0.3,-1.8
Cc1ccccc1C(=O)NC(NCc1ccco1)C(Cl)(Cl)Cl (stereo not drawn),-4,-2,-1,-1.3,-0.6,-0.8,-1.2,-0.7,-1,-2.0,-1.3
O=C(/C=C/c1ccc(Cl)cc1)NC(=S)Nc1ccc(N2CCOCC2)c(Cl)c1,1,-4,-11,0.6,-0.3,-0.8,-0.6,1.4,5,-1.4,-2.0
CC(C)c1ccc(N(CC(=O)NN=C2CCN(C)CC2)S(=O)(=O)c2ccccc2)cc1,0,2,1,-0.6,-0.1,-0.3,1.7,1.4,0,0.7,-1.2
CC1=C(c2ccc(C(C)C)cc2)S(=O)(=O)N=C1N1CCN(C(=O)c2ccco2)CC1,2,-5,-5,-3.0,-1.2,0.8,-0.6,0.7,-2,3.9,-1.3
CCC(C)(C)n1nnnc1C(c1ccc(C)cc1)N1CCCC1 (stereo not drawn),-3,3,10,-1.3,0.0,-1.5,-0.9,-1.2,-3,0.8,-1.3
Cc1ccc(-n2c(SCC(=O)Nc3ccc4c(c3)OCCO4)nnc2-c2cnccn2)cc1,-4,0,-2,-2.7,0.2,-0.8,/,/,-6,/,-0.9
COc1cc(C2C(C#N)=C(C)NC3=C2C(=O)CC(C)(C)C3)cc(OC)c1O (stereo not drawn),2,-4,-14,-0.6,0.2,-1.8,-0.8,-0.1,0,0.8,-1.0
CCN(CC)CCCNC(=O)c1sc2ncn(CC(=O)Nc3ccc(C)c(Cl)c3)c(=O)c2c1C,0,1,-1,-0.2,0.7,0.5,-0.6,1.1,2,-2.8,-0.9
Cc1ccc(Cn2cccc(NC(=O)NC3CCCCC3)c2=O)cc1,2,-14,-53,-4.0,-0.8,-2.7,-0.1,2.1,-5,2.8,-1.2
COc1cc(NC(=O)C(C)Oc2ccccc2)ccc1NC(=O)COc1ccccc1 (stereo not drawn),7,9,10,-3.9,-4.9,-3.5,-0.8,0.9,-2,-2.3,-1.9
Cc1csc(NC(=O)c2cc3ccccc3o2)n1,3,-1,0,12*,8.6*,18*,-0.7,-0.3,4,0.3,2.5*
COc1ccc(C(=O)N(CCCO)C(C)C(=O)NC2CCCCC2)cc1OC (stereo not drawn),1,-5,5,-1.1,0.3,-2.2,0.0,0.3,1,2.9,-1.4
S=C(Nc1ccccc1)N1CCCCCCC1,2,3,2,-0.9,-0.3,-1.0,-0.1,0.7,4,-1.7,-0.5
O=C1[C@H]2C[C@@]3(n4ccc5ccccc54)c4ccccc4N(S(=O)(=O)c4ccccc4)[C@H]3N2C(=O)CN1Cc1ccccc1,-2,6,17,1.2,0.6,-2.4,/,/,-1,/,-0.5
Cn1c(=O)c2c(nc(NC3CCCC3)n2C)n(C)c1=O,9,-3,-6,-1.4,-0.2,-2.4,0.3,0.4,-1,-2.1,-0.3
COc1cccc2c1OCC(C(=O)O)C2 (stereo not drawn),-2,2,4,-0.9,-0.2,-1.3,-0.7,2.5,-1,1.2,-1.0
COc1ccc(S(=O)(=O)N2CC(O)CC2C(=O)OCC(=O)Nc2ccc(Cl)cn2)cc1 (stereo not drawn),1,-4,4,-1.8,0.6,0.9,0.0,-0.4,-2,-1.3,-0.9

# (more compounds)
SMILES,NPR1 activator,ADAM17 inh,ADAM10 inh,hcDAF-12 act,DAX1 inh-1,hgDAF-12 ag,DAX1 inh-2,FXN GAA850 act,SMARCA2 activ,PG9 binder,ssDAF-12 act
CC(=O)CN1C(=O)NC(c2ccccc2)(c2ccccc2)C1=O,-7,-1,-7,-1.4,0.1,-1.1,-1.4,0.9,2,0.4,-0.9
O=C(Nc1ccc(F)c(Cl)c1)c1cncs1,0,4,-4,2.3,0.6,2.5,-0.9,4.5,0,-2.2,-0.5
CC(C)Cc1nc(SCC(=O)N2CCOCC2)c2c(=O)n(C)c(=O)n(C)c2n1,2,-4,-3,-0.3,0.7,-4.3,0.2,0.1,-2,-3.0,-1.1
C#CCSc1nc(-c2cccs2)ccc1C#N,4,-77,-305,-1.3,-0.5,-1.5,-0.3,2.3,-1,0.6,-1.4
CN1CC(=O)N(CCOc2ccccc2)C1=O,-1,-5,-7,-0.9,-0.7,0.4,0.8,0.3,-4,0.2,-0.9
CN1C[C@@H]2[C@@H]3C(=O)N(Cc4ccccc4)C(=O)[C@@H]3[C@](C)(C1=O)N2C(=O)c1ccc(Br)cc1,-1,1,7,-1.8,-0.4,-0.1,0.3,-0.6,1,1.7,-1.2
CCSc1nnc(NC(=O)Cn2cnc3c2c(=O)n(C)c(=O)n3C)s1,3,-3,-1,-2.0,-0.9,-0.2,-0.3,-1.3,-2,-1.0,-1.0
O=C(CSc1ccccc1)NCc1ccccc1,-2,-2,-4,2.7,0.5,6.5,0.0,2.2,4,0.1,-0.6
COc1ccccc1NC(=O)/C(C#N)=C/c1cc([N+](=O)[O-])ccc1N1CCCC1,0,1,0,1.5,-0.5,0.6,-0.7,3.7,0,-0.9,-0.7
CC(=O)Nc1cccc(N2C(=O)CC(Cc3ccccc3)C2=O)c1 (stereo not drawn),1,0,-2,-0.2,0.5,0.9,-0.5,2.4,0,-0.2,-1.2
COCOc1cccc(CN2CCC2(C)C(=O)Nc2cc(OC)ccc2OC)c1 (stereo not drawn),-11,3,5,-2.5,-1.9,-2.6,/,-0.4,1,-2.0,-1.3
CCCCC(=O)NC(=S)Nc1ccccc1C(=O)Nc1ccccc1,4,-4,-14,0.1,-0.5,2.7,-0.6,-1.9,1,-2.1,-0.9
CC(=O)Nc1ccc(C)c(NC(=S)Nc2ccc(F)cc2)c1,2,-5,-6,-0.1,-0.7,-1.2,3.2,-0.1,-3,0.6,-0.8
CCOCCCNC(=O)c1cn(CC(C)C)c(=O)c2c1c1ccccc1n2C,-18,-69,-179,-1.6,-0.3,-2.7,-1.4,0.6,2,0.2,-0.5
O=C(Nc1ccc2c(c1)OCCO2)NC1CCCCC1,11,-4,-6,5.2,2.5,13*,0.0,0.1,4,1.5,0.5
Cc1c(C)c2ccc(OC(C)C(=O)NC3CC(C)(C)NC(C)(C)C3)cc2oc1=O (stereo not drawn),4,-116,-376,-1.5,0.3,1.6,0.9,-2.8,-3,-1.7,-0.7
Cc1ccc(CSc2nc3sc(C)c(C)c3c(=O)n2Cc2ccco2)cc1,0,-3,-3,-1.0,-0.5,-0.2,-0.6,2.5,-2,-0.6,-1.4
O=C(COC(=O)/C=C/c1ccccc1)NNC(=O)c1ccc([N+](=O)[O-])cc1,-1,-2,-5,-1.1,-1.4,-1.9,1.3,-0.2,2,0.5,-1.2
CCn1c(SCC(=O)N/N=C(\C)c2ccncc2)nnc1-c1ccc(C)cc1,1,1,0,2.2,0.2,-1.4,/,0.1,-5,-0.7,-1.7
Cc1ccc(C(=O)N(Cc2ccco2)c2c(N)n(Cc3ccccc3)c(=O)[nH]c2=O)cc1,2,0,-2,-0.1,0.4,5.8,0.9,-0.4,-1,0.0,-0.9
Cc1ccc2nc(Nc3nc(CSc4nnc(C)s4)cc(=O)[nH]3)nc(C)c2c1,16,-3,-6,-0.5,0.1,4.3,1.6,0.4,3,-0.7,-0.9
Clc1cccc(CN2CCCCCCC2)c1Cl,-1,1,5,1.5,1.2,-1.4,1.3,-1.7,0,-2.1,-0.9
CC1CCN(c2c(NCc3ccc(C(=O)NCc4ccco4)cc3)c(=O)c2=O)CC1,3,-3,-14,-0.5,-0.2,0.1,3.0,-0.6,-3,1.0,-1.3
CN(CC(=O)Nc1cccc(F)c1)C(=O)C1CC(=O)N(Cc2ccccc2)C1 (stereo not drawn),3,2,-4,0.2,0.9,-0.3,1.7,-0.8,3,0.3,-1.0
COC(=O)NNC(=S)NCc1ccccc1,-2,-3,-4,3.7,0.0,-0.6,0.7,-3.3,-2,1.9,-1.1
Cc1ccc(/C=C2/Sc3ccc(C(=O)NCc4ccccn4)cc3NC2=O)cc1,-1,-1,-1,0.1,0.0,1.9,0.0,-0.3,3,-0.7,-1.1
CCCN1C(=O)/C(=C\c2nc3ccccc3c(=O)[nH]2)c2ccccc21,-2,-5,-5,-0.3,0.6,-0.2,-0.2,0.7,-2,-1.0,-1.1

# Some of the entries so far, with tabs:
Molecule	NPR1 activator	ADAM17 inh	ADAM10 inh	hcDAF-12 act	DAX1 inh-1	hgDAF-12 ag	DAX1 inh-2	FXN GAA850 act	SMARCA2 activ	PG9 binder	ssDAF-12 act
O=C(Nc1ccc(F)c(Cl)c1)c1cncs1	0	4	-4	2.3	0.6	2.5	-0.9	4.5	0	-2.2	-0.5
CC(C)Cc1nc(SCC(=O)N2CCOCC2)c2c(=O)n(C)c(=O)n(C)c2n1	2	-4	-3	-0.3	0.7	-4.3	0.2	0.1	-2	-3.0	-1.1
C#CCSc1nc(-c2cccs2)ccc1C#N	4	-77	-305	-1.3	-0.5	-1.5	-0.3	2.3	-1	0.6	-1.4
